From PubChem
MOR-DOR ag = agonists of human mu-delta opioid receptor heterodimerization. hit rate 0.3% among 340,000. P35372+P41143. cells, OPRM1-OPRD1 heterodimerization, luminescence. AID 504326. activation, % at 9.3 µM; in the data active = activation above about 18%;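 note: 0% = vehicle-treated cells and 100% = reference agonist; values of inactives mirror those of a sister screen read the other way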
HTR5A inv ctr = HTR5A inverse agonism, opioid heterodimer counter-screen; AID 504634; HTR5A cell line, luminescence; inhibition, % at 9.3 µM; P47898; hit rate 0.083% among 340,000; in the data active = inhibition mostly above about 23%, no sharp cut-off; inactive = mostly below about 18%;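 note: 0% = cells with DMSO and 100% = no-cell wells with DMSO; some compounds called inactive have numbers as strong as hits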
Target sequence (P47898 whole entry, looked up): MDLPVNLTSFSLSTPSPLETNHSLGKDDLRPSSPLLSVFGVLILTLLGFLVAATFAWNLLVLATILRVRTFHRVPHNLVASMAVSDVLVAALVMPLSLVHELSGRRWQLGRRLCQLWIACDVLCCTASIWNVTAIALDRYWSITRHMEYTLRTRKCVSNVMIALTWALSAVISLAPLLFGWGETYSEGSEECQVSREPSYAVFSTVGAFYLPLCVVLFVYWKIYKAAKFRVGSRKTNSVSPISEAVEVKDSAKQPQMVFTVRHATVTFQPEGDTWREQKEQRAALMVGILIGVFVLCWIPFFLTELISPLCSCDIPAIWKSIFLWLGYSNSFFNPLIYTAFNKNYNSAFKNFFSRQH
HTR5A ag = HTR5A agonism, opioid heterodimer counter-screen; hit rate 0.61% among 340,000; P47898; AID 504692; HTR5A agonist assay, luminescence, cell-based; activation, % at 9.3 µM; in the data active = activation mostly above about 9.5%, no sharp cut-off; inactive = mostly below about 7.6%;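 note: 0% = cells with vehicle only and 100% = reference agonist; strong numbers were not always called active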
PKA-R1A act = PKA-R1A complex activation; P00514+P68181; PKA-R1A dissociation, Cy5-IP20 fluorescence polarization; scaled: DMSO 0%, 113 µM cGMP 100%; activation, % at 11.4 µM; hit rate 0.083% among 340,000;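 active = percent activation above the mean of all tested compounds plus 3 SD, cut at about 19% in these data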;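 note: higher means more PKAc released from R1A so a rise in polarization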
OPRM1-OPRD1 inv = inverse agonist of human OPRM1-OPRD1 heterodimerization; cell-based MOR-DOR heterodimer luminescence, inverse agonism; AID 504357; inhibition, % at 9.3 µM; P35372+P41143; hit rate 0.21% among 340,000; in the data active = inhibition above about 22%, passing the limit was not always enough;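 note: 0% = cells with DMSO and 100% = wells without cells with DMSO; values of inactives mirror those of a sister screen read the other way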
DAGLB inh = blocks human DAGLB lipase activity; Q8NCG7; HEK293T DAGLB membrane lysate, EnzChek fluorogenic substrate; inhibition, % at 5.17 µM; hit rate 0.059% among 340,000; in the data active = inhibition above about 34%;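 note: 0% = enzyme with vehicle and 100% = wells lacking enzyme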
V-ATPase pHluor = yeast V-ATPase proton transport regulation by pHLuorin | hit rate 0.37% among 350,000 | S. cerevisiae, pHLuorin cytosolic pH fluorescence | response, % at 10 µM; in the data active = response mostly above about 7.3%, no sharp cut-off; inactive = mostly below about 5.4%; note: actives read high; inactives centre near 0; some compounds called inactive have numbers as strong as hits; reference of the scale not given here
Pemphigus Ab inh = human desmoglein-3 autoantibody binding inhibition. AID 588358. DSG3-coupled beads, scFv-anti-DSG3-GFP binding, flow cytometry; stronger effect = lower value. P32926. hit rate 0.48% among 310,000. binding (percent of control), % at 10 µM;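 active = binding more than 3 SD below its plate's average and above zero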;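 note: hits lower antibody fragment binding to DSG3; some compounds called inactive have numbers as strong as hits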
Arr AP2 block = human beta-arrestin and AP2 interaction inhibition; FITC-arrestin peptide / GST-AP2 beads, flow cytometry; AP2 beta2 appendage carries R879A mutation; inhibition, % at 10 µM; hit rate 0.31% among 340,000; AID 504490;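 active = inhibition above a set limit, near 3 SD of compounds lacking own fluorescence, cut at about 54% in these data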;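 note: plate controls were DMSO wells for no effect and 5 µM unlabelled arrestin peptide for full effect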
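Assay system: GST-AP2 R879A bound to glutathione beads, E. coli-expressed; Medium: PBS with 0.05% Tween 20 and 0.1% BSA; Also added: fluorescein-tagged arrestin peptide at 50 nM final; Timing: 12 min plus 1 h, RT; Measured by: flow cytometry, FL1 (488/535 nm); Evaluation: percent drop in bead-associated FITC signal.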
PKA-R2B act = activators of human PKA-R2B complex. P22694+P31323. PKA-R2B holoenzyme dissociation, Cy5-IP20 fluorescence polarization; R2B truncated from residue 108, S112A mutant; 0% DMSO only, 100% 113 µM cGMP. activation, % at 11.4 µM. hit rate 0.079% among 340,000;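 active = activation above a cutoff set at the mean over all compounds plus 3 SD, cut at about 18% in these data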;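 note: higher means more holoenzyme dissociation and a rise in polarization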
Target sequence (P31323 whole entry, looked up, other chains not shown, the tested form may be a part): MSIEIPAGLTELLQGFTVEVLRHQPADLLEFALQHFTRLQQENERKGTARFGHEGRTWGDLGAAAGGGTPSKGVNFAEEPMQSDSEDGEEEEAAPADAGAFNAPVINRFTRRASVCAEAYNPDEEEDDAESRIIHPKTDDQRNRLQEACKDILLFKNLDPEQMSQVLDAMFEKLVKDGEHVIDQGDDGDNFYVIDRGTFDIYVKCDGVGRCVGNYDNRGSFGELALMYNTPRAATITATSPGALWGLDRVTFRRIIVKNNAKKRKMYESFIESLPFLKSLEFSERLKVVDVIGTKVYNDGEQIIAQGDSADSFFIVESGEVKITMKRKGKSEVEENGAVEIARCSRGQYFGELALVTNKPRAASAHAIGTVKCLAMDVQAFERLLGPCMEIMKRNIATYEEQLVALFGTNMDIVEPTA
Numbers without * were called inactive; . = no result given.

SMILES	MOR-DOR ag	HTR5A inv ctr	HTR5A ag	PKA-R1A act	OPRM1-OPRD1 inv	DAGLB inh	V-ATPase pHluor	Pemphigus Ab inh	Arr AP2 block	PKA-R2B act
Cc1sc2ncnc(N3CCC(C(=O)Nc4ccc(Cl)c(Cl)c4)CC3)c2c1C	-2.1	-28	-1	1	8	-4	1	.	-9	-9
O=C(O)c1ccc(/C=N/N2CCN(Cc3ccccc3)CC2)cc1	-3.7	5	0	-6	19	-1	3	87	4	-20
CCOC(=O)N/N=C(\C)c1ccc(Oc2ncccn2)cc1	-0.4	-6	1	12	2	5	6	99	24	-12
CC1CC2(CCCCC2)Nc2c1ccc1ccccc21 (stereo unspecified)	1.0	5	-2	2	-5	2	3	103	16	11
C/C(=N\NC(=O)Cc1ccc(Br)cc1)c1cccnc1	-1.3	15	0	-14	7	1	0	.	-3	1
CCOCCCNC(=O)c1cc(=O)n(Cc2cccc(C)c2)c2ccccc12	-3.0	-11	4	10	15	0	-1	101	10	-3
O=C(Cc1cccc2ccccc12)N/N=C/c1ccc2cccc(O)c2n1	11	4	-1	-3	-60	1	1	59*	3	-1
CCC(C(=O)Nc1ccc(S(=O)(=O)N2CCN(C)CC2)cc1)c1ccccc1 (stereo unspecified)	-2.1	10	5	-2	15	0	-2	100	26	-8
CCCCC(O)(CCCC)C(=O)N/N=C(\C)c1ccc(Cl)cc1	-0.5	7	1	-6	3	-2	7	116	5	6
N/C(=N\OC(=O)CCCOc1ccccc1)c1ccncc1	-2.1	-5	2	2	10	-4	2	101	4	5
CCN(CC(=O)Nc1c(F)cccc1F)C(=O)C1CCC1	0.3	-7	-2	0	-2	1	2	.	2	-13
O=C(COC(=O)CSc1ccc([N+](=O)[O-])cc1)NCCC1=CCCCC1	-3.0	-9	1	-1	12	-3	-3	95	17	-2
CC(C(=O)Nc1ccc(C#N)cc1)N(C)CC(=O)Nc1cccc(F)c1 (stereo unspecified)	-3.0	22	0	-10	15	1	0	109	5	6
Cc1ccc(CC(C(=O)O)C(C)C(=O)Nc2ccc(F)cc2)cc1 (stereo unspecified)	-5.6	6	-2	-2	25	0	-4	115	35	-8
Cc1ccc(Nc2nc(N)nc(CN3CCCCCC3)n2)c(C)c1	-3.1	-13	6	6	13	-2	0	.	25	-4
CCN(CC)C(=O)C1=C(C)N(CCC2=CCCCC2)C(=O)C(CC(=O)NCC2CCCCC2)C1 (stereo unspecified)	.	.	.	-8	.	-2	-2	108	.	-6
CC1CN(c2nc3c(c(=O)n(Cc4ccc(Cl)c(Cl)c4)c(=O)n3C)n2C)CC(C)O1 (stereo unspecified)	1.0	-5	-2	3	-6	-2	0	.	14	-2
Cc1ccc(C(=O)NC(C)(COc2nonc2C)COc2nonc2C)cc1	0.4	-3	-6	-3	-2	1	-2	102	4	-12
Cc1ccc(C(=O)O)cc1NC(=S)NC(=O)c1ccc(COc2ccccc2)cc1	1.1	-8	3	9	-4	3	-1	113	-2	-4
CCN(C(=O)Cn1c(=O)oc2ccccc21)C1CCS(=O)(=O)C1 (stereo unspecified)	-2.2	-15	3	-3	9	1	1	111	-3	-3
O=C(O)C1C2C=CC(O2)C1C(=O)Nc1ccccc1C(F)(F)F (stereo unspecified)	0.6	7	1	-3	-3	0	1	97	0	-7
CCOc1ccccc1OCCOc1cccc(C(F)(F)F)c1	1.6	2	-1	-16	-7	-12	-1	.	-6	-4
CN(CC(=O)Nc1ccc(Cl)c(C(F)(F)F)c1)C(=O)/C=C/c1cccs1	3.3	0	7	8	-13	-5	-3	101	21	-3
CCOc1ccc(CCNC(=O)c2sc3nc4n(c(=O)c3c2C)CCC4)cc1	0.0	7	-2	3	0	-1	2	.	-10	8
Cc1cc(CN2CCCC(C(=O)Nc3ccc(-c4nc5ccccc5[nH]4)cc3)C2)n[nH]1 (stereo unspecified)	0.6	5	-3	1	-3	2	2	.	7	4
(list continues)
SMILES	MOR-DOR ag	HTR5A inv ctr	HTR5A ag	PKA-R1A act	OPRM1-OPRD1 inv	DAGLB inh	V-ATPase pHluor	Pemphigus Ab inh	Arr AP2 block	PKA-R2B act
Cc1c(C(=O)OCC(=O)N2CCCC2)cccc1[N+](=O)[O-]	-0.9	15	3	8	6	2	-4	105	16	2
CCCCNC(=O)COC(=O)c1cc(Br)ccc1Cl	-1.7	-7	3	5	10	-9	3	100	3	2
O=C(CNC(=O)c1ccc(S(=O)(=O)N2CCCC2)cc1)N/N=C/c1ccccc1Cl	-1.2	11	-1	1	6	-4	-3	100	11	3
COc1ccc(N2C(=O)CC(NCc3ccncc3)C2=O)cc1 (stereo unspecified)	-1.8	8	-1	0	10	2	-1	93	17	-2
Cc1ccc(C(=O)Nc2ccc(O)c(C(=O)O)c2)o1	-1.7	2	0	3	10	0	-3	104	6	0
O=C(Sc1n[nH]c(=O)[nH]c1=O)c1ccccc1	-0.5	-4	1	7	2	2	7	132	-9	11
O=C(Nc1cccc([N+](=O)[O-])c1)C1COc2ccccc2O1 (stereo unspecified)	-0.7	8	-2	-2	3	-3	2	98	-13	-4
CCS(=O)(=O)c1ccc(NC(=O)c2ccccc2Cl)c(O)c1	-2.5	26	-12	-11	13	3	-1	103	-3	-8
Nc1ccc(Nc2ccncc2)cc1	.	.	.	7	.	-1	1	100	.	10
CC(=O)C[C@@H](O)CC(=O)[C@H]1OC(=O)CCCCCc2ccccc21	-1.6	-18	5	-8	7	-3	0	98	3	5
C[C@H]1CN([C@@H](C)CO)S(=O)(=O)c2ccc(Br)cc2O[C@H]1CN(C)C(=O)c1cccc(F)c1	.	.	.	9	.	-2	2	106	.	-9
CN(C)c1nc(NS(=O)(=O)c2ccc(Cl)cc2)nc(N(C)C)n1	-4.1	-31	7	-4	19	-1	-1	116	3	2
COc1ccc2[nH]c3c(=O)n(/N=C/c4ccc(OC)c(CN5CCCC5)c4)c(C)nc3c2c1	-0.2	-22	8	-12	1	1	3	101	4	-20
Cc1cc(Br)c2c(c1)C(O)(N1CCCCC1C)C(=O)N2 (stereo unspecified)	-4.7	9	-3	-3	28	0	5	97	6	-7
CC1CCCCC12NC(=O)N(CC(=O)NCc1ccc3c(c1)OCO3)C2=O (stereo unspecified)	-1.0	3	-1	2	5	1	0	113	8	-1
COC(=O)COc1cccc(NS(=O)(=O)c2cccc([N+](=O)[O-])c2)c1	1.1	7	-3	5	-6	1	2	105	30	7
NS(=O)(=O)c1ccc(CCNC(=O)c2ccc(Cl)c(S(=O)(=O)N3CCCCC3)c2)cc1	1.5	-5	1	0	-7	-2	-2	90	3	18*
O=C1C2=C(C(c3ccccc3)=NCCN2)C(c2cccc([N+](=O)[O-])c2)N1c1ccccc1 (stereo unspecified)	-1.6	0	0	0	8	3	-4	103	-12	-7
CC(CN1CCN(c2ccccc2)CC1)c1ccccc1 (stereo unspecified)	2.2	-5	1	-4	-11	-10	-1	102	21	-4
Cc1ccc(OCC(=O)Nc2ccccc2Sc2ccc(Cl)cc2)c([N+](=O)[O-])n1	1.1	3	-3	4	-6	-6	-2	91	11	-6
O=C(NCCCn1ccnc1)C(=O)NCC1OCCCN1S(=O)(=O)c1ccccc1 (stereo unspecified)	0.1	-4	1	-6	0	0	0	102	35	-4
C/C(=N\NC(=S)Nc1cc(S(=O)(=O)N2CCOCC2)ccc1Cl)c1ccc(N2CCOCC2)cc1	5.0	14	-5	-2	-27	0	-4	101	-30	-3
COc1ccc(S(=O)(=O)N2CCN(CC(=O)Nc3cccc(OC)c3)CC2)cc1	-3.1	4	3	-3	16	1	3	.	-6	-5
CCc1c(C)sc(NC(=O)CN2CCN(C(=O)c3ccco3)CC2)c1C(=O)OC	1.1	-2	1	-10	-6	-1	-5	117	2	-11
COc1cnn(-c2ccccc2)c(=O)c1N(C)C	-1.0	29	3	14	6	-3	3	102	3	-6

Already shown: entries from further up.
SMILES	MOR-DOR ag	HTR5A inv ctr	HTR5A ag	PKA-R1A act	OPRM1-OPRD1 inv	DAGLB inh	V-ATPase pHluor	Pemphigus Ab inh	Arr AP2 block	PKA-R2B act
Cc1c(C(=O)OCC(=O)N2CCCC2)cccc1[N+](=O)[O-]	-0.9	15	3	8	6	2	-4	105	16	2
CCCCNC(=O)COC(=O)c1cc(Br)ccc1Cl	-1.7	-7	3	5	10	-9	3	100	3	2
O=C(CNC(=O)c1ccc(S(=O)(=O)N2CCCC2)cc1)N/N=C/c1ccccc1Cl	-1.2	11	-1	1	6	-4	-3	100	11	3

(next part)
SMILES	MOR-DOR ag	HTR5A inv ctr	HTR5A ag	PKA-R1A act	OPRM1-OPRD1 inv	DAGLB inh	V-ATPase pHluor	Pemphigus Ab inh	Arr AP2 block	PKA-R2B act
CCOc1ccc(/C=C2/Sc3ccc(C(=O)N4CCOCC4)cc3N(C)C2=O)cc1OC	-1.4	-3	1	2	7	1	-4	102	45	6
COc1ccc(-n2c(C)cc(C(=O)CN3C(=O)NC4(CCc5ccccc54)C3=O)c2C)cc1 (stereo unspecified)	-0.8	22	-3	-6	5	0	9	.	38	-6
CCOc1ccc(NC(=O)CN(C)C(=O)c2ccc(NC3CC3)c([N+](=O)[O-])c2)cc1OCC	-4.4	14	-5	-14	23	2	4	101	-4	-5
C/C(CC(=O)Nc1ccccc1C)=N\NC(=O)Cc1csc(N)n1	-1.6	13	-5	8	9	0	-1	98	20	-2
CC1CCN(S(=O)(=O)c2ccc(C(=O)Nc3nnc(-c4ccco4)o3)cc2)CC1	2.3	2	-1	-11	-9	5	2	102	35	-1
COCCN1CCn2c(nc3cc(NC(=O)Cn4nc(C)c5ccccc5c4=O)ccc32)C1	.	.	.	-1	.	1	0	106	-11	6
Cc1ccccc1NS(=O)(=O)c1nnc(NC(=O)c2ccc(Br)cc2)s1	-1.2	-9	2	1	6	11	1	.	-7	-1
CCn1c2ccccc2c2cc(/C=N/n3cnnc3)ccc21	0.1	-27	3	-8	-1	-2	2	82	33	-16
O=C(Nc1ccc2c(c1)CCC2)Nc1ccccc1F	9.8	-37	10	-1	-56	-8	1	106	1	-2
CCCCN1C(=O)c2ccc(C(=O)Nc3c(N)n(CCCC)c(=O)n(C)c3=O)cc2C1=O	-1.7	-17	3	1	10	-2	-71	103	.	5
O=C(Oc1cccc(OC(=O)c2ccco2)c1)c1ccco1	-1.9	7	-2	-3	10	-5	1	109	6	-6
COc1ccc(CC(=O)N2CCC(CCC(=O)Nc3ccccc3)CC2)cc1	-4.0	-5	2	-16	20	-1	-1	.	-17	-10
O=C(COC(=O)c1ccc2ncsc2c1)Nc1ccc(OC(F)(F)F)cc1	1.5	-13	4	-7	-8	-1	-1	97	31	-2
COC(=O)c1c(NC(=O)CN2CCC3(O)CCCCC3C2c2ccc(F)cc2)sc(C)c1C (stereo unspecified)	0.0	-27	8	-10	0	-4	-1	105	26	5
CCOc1cc(/C=N/NC(=O)OC)ccc1OCCSc1ccc(Cl)cc1	-1.0	5	1	0	7	0	2	97	4	4
COc1cccc(N(C(=O)c2ccco2)C(C(=O)NC2CCCC2)c2ccc(N3CCOCC3)cc2)c1 (stereo unspecified)	-1.8	-1	-1	0	11	0	-1	.	34	-7
CCOc1ccc(C(=O)NCC(=O)NC(C)CCc2ccccc2)cc1OCC (stereo unspecified)	-0.8	0	7	9	4	0	-2	115	-1	-2

This is a random part of the collection (roughly 2.4% active in at least one column).
